Tau FP inhib = tau fibrillization inhibition (FP) | P10636 | K18 P301L tau heparin fibrillization, Alexa594 FP, 6 h | Potency, µM (titrated, usually from 57.7 µM), for inactives: at the highest dose activity, negative = inhibition, hits mostly inhibitors | 280,000 tested, 0.39% active | AID 1468; note: % is set by controls: 0 for no effect and ±100 for the full control effect; nearly all actives have a fitted effect of over 55% in size
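Compound effects on tau fibrillization are measured by Alexa 594 fluorescence polarization (ex 555, em 632 nm). K18 P301L tau is used at 15 uM with 0.24 uM labeled tracer, and 20 uM heparin induces aggregation over 6 hr at 37 C.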
L3MBTL1 block = blocks human L3MBTL1 | AlphaScreen L3MBTL1–H3K9me1 peptide binding | Potency, µM (highest dose often 57.1 µM), for inactives: at the top dose activity, negative = inhibition, hits mostly inhibitors | 230,000 tested, 0.66% active | Q9Y468; note: % is set by controls: 0 for no effect and ±100 for the full control effect; nearly all actives have a fitted effect of over 60% in size
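Displacement of a biotinylated histone H3(1-15) peptide monomethylated at Lys9 (75 nM) from L3MBTL1 (50 nM) was measured by AlphaScreen after a 30 min room-temperature compound incubation; cefsulodin titration served as intraplate control.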
Tau fibril ThT = inhibitors of human tau fibril formation, thioflavin T binding; 270,000 tested, 2.1% active; Potency, µM (doses to about 57.4 µM), inactives show at the top dose activity, negative = inhibition, hits mostly inhibitors; recombinant tau K18 P301L, heparin-induced fibrillization, ThT fluorescence; P10636; note: % is set by controls: 0 for no effect and ±100 for the full control effect; nearly all actives have a fitted effect of over 55% in size
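Heparin-induced fibrillization of the P301L-mutant K18 repeat-domain fragment of human tau was followed by ThT binding in quantitative high-throughput format.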
HTT cytoprotect = cytoprotection in Huntington HTT-Q103 PC12 cell model | Potency, µM (top dose mostly 56.4 µM), for inactives: cytoprotection (ATP increase), most hits filed as activators | AID 1471 | PC12 HTT-Q103 induced, cytoprotection, ATP luminescence, 40 h | 230,000 tested, 0.14% active;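 note: % of control where 0% means no effect; nearly all actives have a fitted effect of over 45% in size; toxic huntingtin expression switched on by the ecdysone agonist tebufenozide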
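Compounds added alongside 100 nM tebufenozide, which induces toxic Q103 huntingtin exon 1-GFP in stable PC12 cells; surviving cells quantified by luminescent ATP measurement. Medium: phenol red-free DMEM, 5% equine and 5% calf serum.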
TRb SRC2 PPI = TRbeta-SRC2 interaction inhibition; P10828; Potency, µM (doses to about 106 µM), inactives show top-dose activity change, negative = inhibition, usual class: inhibitors; TRbeta-SRC2 peptide binding, fluorescence polarization; receptor liganded with 1 µM T3; AID 1469; 280,000 tested, 0.065% active;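 note: plate controls were bound peptide for no effect and peptide without receptor for full effect; nearly all actives have a fitted effect of over 50% in size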
Target sequence (P10828 whole entry, looked up): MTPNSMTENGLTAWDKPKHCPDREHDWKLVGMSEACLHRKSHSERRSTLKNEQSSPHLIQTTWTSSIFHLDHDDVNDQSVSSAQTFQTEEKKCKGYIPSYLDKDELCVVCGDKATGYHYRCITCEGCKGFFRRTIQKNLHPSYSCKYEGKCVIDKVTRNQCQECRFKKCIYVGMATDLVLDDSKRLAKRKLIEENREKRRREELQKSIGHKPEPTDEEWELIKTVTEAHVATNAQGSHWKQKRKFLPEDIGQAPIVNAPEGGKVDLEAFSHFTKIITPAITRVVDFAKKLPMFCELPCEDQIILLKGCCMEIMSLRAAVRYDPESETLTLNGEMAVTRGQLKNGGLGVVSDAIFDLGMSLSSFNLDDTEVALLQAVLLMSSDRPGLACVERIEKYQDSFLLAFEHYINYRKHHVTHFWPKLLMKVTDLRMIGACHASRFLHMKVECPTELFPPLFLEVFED
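Binding of a 20-amino-acid Texas Red SRC2 peptide (20 nM) to TRb ligand-binding domain (0.6 uM) with agonist T3 at 1 uM was followed by fluorescence polarization after a 5 hr room-temperature incubation.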
Tau fluor cs = counter-screen for tau fibril formation inhibitors. 280,000 tested, 0.93% active. tau K18 P301L Alexa594 fluorescence, heparin fibrillization. Potency, µM (highest dose often 57.7 µM), inactives show at the highest dose activity change, negative = decrease; note: % is set by controls: 0 for no effect and ±100 for the full control effect; nearly all actives have a fitted effect of over 55% in size
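Human tau K18 P301L (15 uM unlabeled, 0.24 uM Alexa 594-labeled) in 100 mM sodium acetate pH 7 with 20 uM heparin, 6 hr at 37 C. ThT 30 uM added, 1 hr ambient; Alexa 594 FP and total fluorescence read at 555/632 nm.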
TexasRed fluor = counter-screen for TRb-SRC2 inhibitors: fluorescence interference | Potency, µM (series often up to 106 µM), inactives show top-dose fluorescence change, negative = quenching | AID 1479 | 280,000 tested, 0.29% active | TRb/SRC2 Texas Red total fluorescence interference; active = well fitted curve in either direction with a large enough effect; inconclusive = small, poorly fitted or top-dose-only effect; note: % is set by controls: 0 for no effect and ±100 for the full control effect
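Human TRβ ligand-binding domain (0.6 uM) and Texas Red SRC2 peptide (20 nM) in Tris buffer with 1 uM T3 and 5% DMSO were incubated with pinned compound for 5 hr at ambient temperature. Total fluorescence was computed as S + 2P (555/632 nm).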
RECQ1 helicase = inhibitors of human RECQ1 DNA helicase. AID 2549. P46063. Potency, µM (doses to about 57.3 µM), for the others: at the top dose activity, negative = inhibition, most hits filed as inhibitors. 240,000 tested, 0.54% active. RECQ1 DNA unwinding, red fluorescence kinetic read;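 note: plate controls were vehicle for no effect and no enzyme for full effect; nearly all actives have a fitted effect of over 30% in size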
Target sequence (P46063 whole entry, looked up): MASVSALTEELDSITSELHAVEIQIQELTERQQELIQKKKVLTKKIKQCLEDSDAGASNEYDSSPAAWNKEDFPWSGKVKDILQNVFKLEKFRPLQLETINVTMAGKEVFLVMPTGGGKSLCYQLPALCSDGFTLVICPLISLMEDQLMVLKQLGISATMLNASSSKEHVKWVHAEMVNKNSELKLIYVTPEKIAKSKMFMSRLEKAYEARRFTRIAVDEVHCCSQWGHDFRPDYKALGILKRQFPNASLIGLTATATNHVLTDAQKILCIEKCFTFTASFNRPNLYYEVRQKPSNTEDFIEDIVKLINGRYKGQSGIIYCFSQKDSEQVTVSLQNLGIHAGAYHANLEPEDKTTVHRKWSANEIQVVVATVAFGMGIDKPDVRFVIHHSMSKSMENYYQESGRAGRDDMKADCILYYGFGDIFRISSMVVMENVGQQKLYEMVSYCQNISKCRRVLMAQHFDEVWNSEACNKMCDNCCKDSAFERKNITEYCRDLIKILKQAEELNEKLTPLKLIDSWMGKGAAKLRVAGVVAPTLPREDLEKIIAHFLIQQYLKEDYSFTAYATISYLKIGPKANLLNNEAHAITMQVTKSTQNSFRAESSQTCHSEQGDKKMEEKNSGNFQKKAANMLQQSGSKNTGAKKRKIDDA
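50 nM RECQ1T1 preincubated 15 min with compound in Tris pH 8.0 buffer with MgCl2, DTT, Tween-20 and 2.5 ug/ml poly(dI-dC); started with 200 nM TAMRA/BHQ-2 forked duplex and 2 mM ATP. Unwinding read as fluorescence (525/598 nm), two reads 2 h apart.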
Numbers without * were called inactive; i = inactive; ? = inconclusive; nt = not tested or not shown; & = joins results of further samples; [ ] = another dose, or the depositor's remark. Unless noted, calls come from the whole dose curve; as a rule, active = well fitted curve in the direction sought with a large enough effect; inconclusive = small, poorly fitted or top-dose-only effect, or another doubt; inactive = no such curve, though single readings can be large; an effect the other way counts as inactive or inconclusive. Potency is the fitted concentration of half-maximal effect. These rows are one share of the data; count on the stated rates, not on these rows.

canonical_smiles | L3MBTL1 block | HTT cytoprotect | RECQ1 helicase | TRb SRC2 PPI | Tau fluor cs | Tau FP inhib | TexasRed fluor | Tau fibril ThT
COC(=O)C(c1ccc(OC)c(OC)c1)C1c2ccccc2C=C(C)N1C(=O)OC (configuration not stated) | nt | nt | -6.4% | 1.3% | -5.2% | 6.2% | -1.3% | -7.8%
COc1ccc(/C=N/NC(=O)c2ccccc2O)cc1Cn1nnc2ccccc21 | 3.9% | 9.0%[10 µM] | -17.2% | 4.6% | ? | -11.4% | -3.3% | -17.5%
CSCCC1NC2(C(=O)Nc3c2ccc(Cl)c3C)[C@@H]2C(=O)N(C3CCCC3)C(=O)[C@H]12 (some centres not stated) | nt | -13.7%[0.074 µM] | -5.7% | -14.2% | -12.7% | ? | 1.2% | -0.5%
O=S1(=O)N=C(Nc2ccc(N3CCOCC3)cc2)c2ccccc21 | 2.6% | -29.3% | i | -1.0% | -9.2% | ? | -1.7% | ?
O=S(=O)(c1cc(Cl)ccc1Cl)n1cccn1 | 10.2% | -19.1% | -8.1% | -6.4% | 0.4% | 1.2% | -2.0% | 1.6%
CCN(CC)S(=O)(=O)c1ccc(-c2nnc(SCC(=O)Nc3cc(OC)cc(OC)c3)o2)cc1 | nt | 5.8% | 15.5% | -3.0% | ? | -12.9% | -4.6% | -9.7%
CCOc1ccc(S(=O)(=O)NCC(c2ccco2)S(=O)(=O)c2ccc(C)cc2)cc1 (configuration not stated) | nt | nt | nt | -5.8% | -25.0% | 0.2% | -2.4% | -16.6%
Nc1nnc(SCC(=O)OCC(=O)NC2CCCCC2)s1 | nt | -28.1% | i | 1.2% | -2.6% | 6.8% | -4.2% | 2.6%
N/C(Cc1ccc(Cl)cc1Cl)=N\OC(=O)c1ccccc1 | 23.3% | -23.1% | -0.9% | -7.2% | -5.1% | -2.3% | -0.1% | 8.1%
Cc1onc(-c2ccccc2Cl)c1C(=O)OCN1C(=O)c2ccccc2C1=O | 1.5% | -7.3% | -3.7% | -3.7% | -12.2% | -10.0% | -1.1% | -9.5%
C#CCNC(=O)C1=C[C@@H](c2ccc(Br)cc2)[C@H](CCCO)[C@@H](OCC)O1 | 14.2% | -4.3%[10 µM] | ? | -9.4% | -6.9% | -3.1% | -2.3% | -5.2%
O=C(CCN1CCc2ccccc2C1)Nc1ccccc1 | -0.6% | 0.0%[10 µM] | 2.1% | -5.1% | -10.3% | -6.7% | 0.5% | -19.6%
CC(O)c1nc2ccccc2n1CC(=O)Nc1ccc(F)cc1Cl (configuration not stated) | -3.1% | -18.1%[10 µM] | i | 6.9% | 2.5% | 2.3% | -1.2% | -2.7%
COCCn1c(SCC(=O)NCc2cccs2)nnc1-c1ccc(OC)cc1 | -7.8% | -5.8% | i | -7.4% | -3.1% | -13.0% | 1.1% | 1.6%
CC1CCCC(C)N1C(=S)NCc1ccco1 (configuration not stated) | 12.5% | -0.6%[10 µM] | i | -2.7% | -11.5% | -2.5% | -5.3% | ?
Cc1ccccc1NC(=O)CSc1nc2n(n1)CCCCC2 | 27.2% | -1.2%[10 µM] | -7.7% | 3.4%[53 µM] | -1.8% | 4.8% | -4.3%[53 µM] | -0.2%
CCc1ccc(N(CC)C(=O)Cn2nc(Cc3cccnc3)c3ccccc3c2=O)cc1 | nt | nt | nt | -7.9% | -7.5% | -0.9% | -1.0% | -7.2%
COc1cc(C)c(Br)cc1S(=O)(=O)N1CCCC1 | nt | -6.7% | -4.2% | 7.1% | -3.2% | -6.1% | -0.3% | -1.1%
COc1ccc(N2C(=O)CC(NCc3ccc(F)cc3)C2=O)cc1 (configuration not stated) | -0.2% | 19.3%[10 µM] | -0.2% | -9.1% | 8.1% | 3.4% | -2.9% | -1.0%
CCN(CC)c1ccc(/C=N/Nc2nc3ccccc3[nH]2)c(O)c1 | nt | -61.5%[inhibitor][10 µM] | -6.5% | 1.8% | 17.8µM*[quencher] | 2.0% | -10.7% | 14.1µM*

Full records as entered above. Values in the order: L3MBTL1 block, HTT cytoprotect, RECQ1 helicase, TRb SRC2 PPI, Tau fluor cs, Tau FP inhib, TexasRed fluor, Tau fibril ThT
`CC1CCCC(C)N1C(=S)NCc1ccco1` (configuration not stated) reads 12.5%, -0.6%[10 µM], i, -2.7%, -11.5%, -2.5%, -5.3%, ?
`COCCn1c(SCC(=O)NCc2cccs2)nnc1-c1ccc(OC)cc1` reads -7.8%, -5.8%, i, -7.4%, -3.1%, -13.0%, 1.1%, 1.6%
`CC(O)c1nc2ccccc2n1CC(=O)Nc1ccc(F)cc1Cl` (configuration not stated) reads -3.1%, -18.1%[10 µM], i, 6.9%, 2.5%, 2.3%, -1.2%, -2.7%

Next section
canonical_smiles | L3MBTL1 block | HTT cytoprotect | RECQ1 helicase | TRb SRC2 PPI | Tau fluor cs | Tau FP inhib | TexasRed fluor | Tau fibril ThT
CCn1nnc(-c2ccccc2NC(=O)c2cc(OC)cc(OC)c2)n1 | 7.6% | -22.1% | -8.8% | -3.0% | -24.2% | -6.9% | -0.5% | -7.1%
CCCCc1ccc(-c2nc(-c3ccncc3)no2)cc1 | 1.8% | -9.6%[10 µM] | -5.5% | 2.6% | -2.7% | 4.6% | -1.9% | ?
O=C(NCCCN1CCCC1=O)c1nnc(Cc2c(F)cccc2Cl)o1 | nt | -26.9% | i | -0.4% | -4.5% | -0.3% | -6.5% | -5.5%
CC(C)(C)C(=O)Cn1c(=O)n(-c2ccc(F)cc2F)c(=O)c2sccc21 | nt | -32.1% | -17.3% | -2.4% | -9.8% | -1.9% | -1.7% | -7.0%
CC(C)NC(=O)CCS(=O)(=O)c1cccc2nonc12 | nt | -1.4%[10 µM] | 8.4% | 6.2% | -12.2% | -4.4% | 3.4% | -1.8%
O=C(NC1=NCCS1)C1CCCCC1 | 5.9% | 0.7%[10 µM] | -5.0% | 6.5% | 6.9% | -0.2% | -1.2% | 0.0%
Cc1cc(C)cc(NC(=O)CN(C)S(=O)(=O)c2ccc3c(c2)CCC(=O)N3)c1 | nt | nt | nt | -4.3% | -2.8% | -10.3% | -0.2% | 5.6%
CN(CC1COc2ccccc2O1)C(=S)Nc1ccccc1F (configuration not stated) | 6.4% | 2.8%[10 µM] | -14.0% | 2.2% | -11.5% | -2.2% | 0.8% | 2.1%
CC(C)(C)OC(=O)N/N=C/c1ccc(Br)cc1 | -18.9% | -52.1%[inhibitor] | ? | 4.0% | -5.6% | -0.4% | -0.1% | -7.6%
CCCn1nnc(NC(=O)c2ccccc2Cl)n1 | 5.5% | -16.4%[0.074 µM] | i | 1.4% | 2.1% | 1.7% | 1.5% | 1.2%
COc1cc2c(cc1OC)C1=CC(=O)C(=O)N1C(C)(C)C2 | ? | 38.2%[10 µM] | -6.5% | 7.6% | 2.6% | 2.4% | -0.7% | 2.9%
O=C(/C=C/c1ccccc1)OCc1cncs1 | 8.0% | -13.1% | i | -3.4% | -5.7% | 5.2% | -0.9% | -6.6%
O=[N+]([O-])c1ccccc1/C=C/C=N/n1c(-c2cc(-c3ccccc3)n[nH]2)n[nH]c1=S | ? | -9.7%[10 µM] | -10.7% | 4.0% | ? | 1.2% | -8.5% | -17.4%
O=C1C=C(NCc2ccccc2)CCC1 | -5.4% | -9.1%[10 µM] | -1.3% | 6.3% | 4.4% | 0.5% | -0.3% | 1.9%
Cc1cccc(-n2cccc2)c1C#N | -5.7% | -14.5% | -5.6% | 2.9% | 0.4% | 0.6% | -1.2% | 5.5%
Cn1c(SCC(=O)Nc2cc(S(=O)(=O)N3CCOCC3)ccc2N2CCOCC2)nnc1-c1ccncc1 | nt | -41.2%[inhibitor] | -5.3% | -5.9% | -3.3% | -3.9% | 1.2% | -2.4%
CC1(C)C2CCC1(C)C(NC(=O)/C=C/c1ccccc1)C2 (configuration not stated) | nt | -33.8% | -4.4% | 0.4% | -9.9% | -5.5% | -1.0% | -8.6%
CC1(C)CC(=O)C(C=NCCO)=C(O)C1 | 3.2% | -23.7% | i | -7.0% | 8.8% | -4.2% | 0.8% | 2.2%
COCCCNC(=O)C(=O)Nc1c2c(nn1-c1cccc(Cl)c1)CSC2 | nt | nt | nt | 1.4% | -1.8% | -7.4% | -0.1% | -5.2%
Cc1ccc(-n2cc(-c3ccccc3)c3c(N4CCN(C)CC4)ncnc32)cc1 | nt | -57.7%[inhibitor] | -15.2% | 0.2% | -9.5% | 1.6% | -1.9% | ?
CCn1c(=O)c(=O)n(CC)c2cc(S(=O)(=O)Nc3ccc(C)cc3)ccc21 | nt | -10.2%[10 µM] | -4.7% | -3.2%&-5.7% | -8.7%&-13.6% | -1.3%&-7.0% | 1.4%&-2.7% | -6.8%
COCCNC(=O)C1=CC(c2ccc3c(c2)OCO3)=NS(=O)(=O)N1C | nt | nt | nt | -9.1% | 18.8% | -2.7% | -0.8% | 16.8%
COc1cc(/C=N/NC(=O)CC#N)cc(Br)c1O | ? | -18.8% | i | 4.9% | -16.9% | ? | -0.1% | ?
NNC(=O)c1ccc(Cn2cc(Br)cn2)cc1 | -7.2% | nt | -2.8% | -5.5% | -3.5% | -4.7% | -0.3% | -3.9%
COC(=O)CCCC(=O)N1CCCC(CNS(=O)(=O)c2ccc(OC)cc2)C1 (configuration not stated) | -5.9% | -7.2%[10 µM] | i | 2.4% | -9.1% | -3.6% | -2.5% | -6.1%
CC(=O)CSc1nnc(-c2cnccn2)n1-c1ccccc1 | 4.0% | 15.3%[10 µM] | -6.8% | -21.2% | -5.4% | -6.9% | 0.1% | -11.3%
Cc1ccc(S(=O)(=O)N2CCCCC2)cc1NC(=O)c1ccccn1 | nt | 5.8%[10 µM] | -9.0% | 5.4% | 5.8% | 5.6% | -0.6% | nt

Compound activity deposited in PubChem BioAssay by National Center for Advancing Translational Sciences (NCATS).
